# ADAM10 inh: inhibitors of human ADAM10; O14672; recombinant ADAM10, EDANS/DABCYL FRET peptide cleavage, 3 h; inhibition, % at 7 µM; 0.62% of 370,000 active;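 active = inhibition above a per-campaign cutoff equal to the mean of compounds falling between control-based bounds plus 3 SD, cut at about 20% in these data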;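 also: 0% = DMSO wells while the 100% control is not disclosed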
# Target sequence (O14672 214-748 limits assumed): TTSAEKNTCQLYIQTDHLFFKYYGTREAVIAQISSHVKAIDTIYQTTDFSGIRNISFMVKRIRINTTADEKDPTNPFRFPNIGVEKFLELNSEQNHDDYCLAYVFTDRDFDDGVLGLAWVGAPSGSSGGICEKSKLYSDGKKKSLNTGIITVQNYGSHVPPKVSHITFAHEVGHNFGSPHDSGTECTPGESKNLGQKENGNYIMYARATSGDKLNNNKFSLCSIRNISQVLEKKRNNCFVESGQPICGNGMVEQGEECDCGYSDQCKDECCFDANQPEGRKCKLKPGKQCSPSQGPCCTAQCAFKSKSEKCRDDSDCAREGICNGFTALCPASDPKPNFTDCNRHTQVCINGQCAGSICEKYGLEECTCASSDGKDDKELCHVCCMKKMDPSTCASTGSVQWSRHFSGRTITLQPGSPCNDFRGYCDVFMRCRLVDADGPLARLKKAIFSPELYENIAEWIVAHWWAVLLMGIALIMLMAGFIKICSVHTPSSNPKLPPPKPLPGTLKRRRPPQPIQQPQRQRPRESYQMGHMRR
# GC-B act: GC-B (human) receptor activation; P20594; HEK293-GC-B cells, CNP EC30, cGMP TR-FRET; 0% at EC30 CNP, 100% saturating CNP; activation, % at 10 µM; 0.11% of 370,000 active; AID 1920062;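 active = activation at 10 µM reaching about 35% in either raw or pattern-adjusted values, limit read from the data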
# NPR1 activator: GC-A (human) enzyme activation | P16066 | HEK293 GC-A cells, cGMP TR-FRET, EC30 ANP; 0% at EC30 ANP, 100% saturating ANP | activation, % at 10 µM | 0.14% of 370,000 active; in the data active = activation above about 40%
# DAX1 inh-1: blocks DAX1 repression of SF-1 activated StAR promoter; inhibition, % at 6.8 µM; 1.1% of 370,000 active; AID 652010; HEK293T StAR-luciferase reporter, SF-1/DAX-1 repression relief;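 active = inhibition above the mean over all tested compounds plus 3 SD, cut at about 3.6% in these data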;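 also: 0% = DAX-1 cells with DMSO and 100% = cells lacking DAX-1 with DMSO; higher inhibition means more luminescence from relief of DAX-1 repression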
# HGIII-sPLA2 inh: Inhibits HGIII-sPLA2 liposome hydrolysis, primary screen. Q9NZ20. inhibition, % at 12.2 µM. 0.56% of 370,000 active. QFRET BODIPY PC-A2 liposome hydrolysis, fluorescence;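 active = inhibition above mean plus 3 SD of compounds lying within the high and low control bounds, cut at about 19% in these data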;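 also: 0% = median of test compound wells and 100% = no enzyme DMSO wells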
# Target sequence (Q9NZ20 whole entry, looked up): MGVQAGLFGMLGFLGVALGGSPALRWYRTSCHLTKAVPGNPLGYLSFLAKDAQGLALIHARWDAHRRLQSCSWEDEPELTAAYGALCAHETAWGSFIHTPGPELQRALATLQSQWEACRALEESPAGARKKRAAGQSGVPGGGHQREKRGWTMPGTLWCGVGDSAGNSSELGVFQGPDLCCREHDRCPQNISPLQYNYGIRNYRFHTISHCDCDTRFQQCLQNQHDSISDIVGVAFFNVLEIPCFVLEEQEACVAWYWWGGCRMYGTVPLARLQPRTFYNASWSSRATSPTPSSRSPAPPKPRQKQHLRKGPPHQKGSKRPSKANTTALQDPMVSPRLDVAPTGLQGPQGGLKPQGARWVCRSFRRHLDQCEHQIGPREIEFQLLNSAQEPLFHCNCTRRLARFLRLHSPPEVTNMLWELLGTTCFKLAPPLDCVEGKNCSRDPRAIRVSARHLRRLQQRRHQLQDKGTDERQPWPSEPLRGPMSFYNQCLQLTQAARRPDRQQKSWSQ
# hcDAF-12 act: H. contortus DAF-12 activation, primary screen | HEK293 hcDAF-12 lit1-tk-luc reporter, luminescence; 0% DMSO, 100% Δ7-dafachronic acid | 1.4% of 370,000 active | AID 652067 | activation, % at 6.8 µM;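 active = activation above the mean of all tested compounds plus 3 SD, cut at about 5.5% in these data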;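 also: 100% = response to 3 µM Δ7-dafachronic acid high control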
# GAA850 FXN act: increases GAA850 frataxin promoter reporter activity; HEK293 lucGAA850 FXN promoter luciferase reporter, 24 h; percent of 10 µM SAHA response; activation, % at 6 µM; 0.56% of 360,000 active;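 active = activation above the average of all compounds screened plus 3 SD, cutoff fixed separately per campaign, cut at about 7.5% in these data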;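 also: 0% = DMSO wells and 100% = 10 µM SAHA wells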
# SMARCA2 act: increases SMARCA2 function in MMTV reporter cells; MG213 cells, MMTV-luciferase reporter, dexamethasone, overnight; activation, % at 9.1 µM; 1% of 370,000 active; AID 652017; in the data active = activation above about 7.8%;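 also: 0% = vehicle wells and 100% = reference activator wells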
# hgDAF12 agonist: hgDAF-12 agonism, primary luciferase screen; activation, % at 6.8 µM; HEK293 GAL4-hgDAF12 UAS-luciferase reporter, agonist luminescence; normalized to butyrate control; 1.8% of 370,000 active;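 active = activation above a cutoff set at the mean of all screened compounds plus 3 SD, cut at about 10% in these data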;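 also: 0% = DMSO wells and 100% = sodium butyrate wells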
# DAX1 inh-2: NR0B1 (DAX1) inhibition; HEK293 Gal4-DAX1 luciferase reporter, luminescence; AID 504766; 0.99% of 340,000 active; inhibition, % at 6.75 µM; P51843;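 active = inhibition above the mean over all tested compounds plus 3 SD, cut at about 4.2% in these data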;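 also: 0% = DAX1-transfected cells with DMSO and 100% = empty-vector control cells with DMSO; inhibition shows as a rise in luminescence from relieved DAX1 repression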
# ssDAF-12 act: activates DAF-12 receptor from parasite S. stercoralis; AID 652126; activation, % at 6.8 µM; 1% of 370,000 active; HEK293 ssDAF-12/GRIP1 lit1-tk-luc reporter, luminescence; % of 3 µM dafachronic acid response;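 active = activation above the mean over all tested compounds plus 3 SD, cut at about 0.9% in these data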;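 also: 0% = DMSO-only wells and 100% = 3 µM delta7-dafachronic acid wells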
# * = called active by the depositor; nt = no result given. This is a random part of the collection; any-hit rate near 6.6%.
SMILES,ADAM10 inh,GC-B act,NPR1 activator,DAX1 inh-1,HGIII-sPLA2 inh,hcDAF-12 act,GAA850 FXN act,SMARCA2 act,hgDAF12 agonist,DAX1 inh-2,ssDAF-12 act
COc1ccc(C(=O)NCc2ccc3c(c2)cc(C)n3C)cc1OC,-6,-4,-4,-1.0,-11,-0.8,-0.3,-3,-4.1,2.2,-0.9
CCCn1cc(CN2CCCC(C(=O)c3cccc(OC(C)C)c3)C2)c(C)n1 (centres undefined),-1,4,0,-0.9,-6,-1.4,-1.1,-3,-2.3,-0.3,-1.6
COc1cccc2c(=O)c3c(oc12)CCCC3,-253,-2,5,-2.4,8,-2.0,-0.4,3,-0.1,2.1,-0.5
CNC(=O)[C@@H]1CCC(=O)N1,-8,5,-1,-0.3,2,-0.8,1.3,1,1.7,-0.4,-0.9
O=C(Nc1ccccc1N1CCOCC1)c1cc(Br)c(Br)s1,-6,-8,-2,0.6,12,0.2,2.7,0,2.8,0.2,-1.5
OCC[C@@H]1C[C@H](O)[C@@H](O)[C@]2(Cc3ccccc3CO2)O1,-2,2,-2,0.1,2,-1.5,0.6,0,1.9,0.1,-1.3
CCOC(=O)Cn1nc(C)c([N+](=O)[O-])c1C,-11,5,5,0.0,6,-1.4,-0.6,-3,-1.4,2.6,-1.1
CC/C(=N\O)C(C)(C)/[N+]([O-])=C/c1ccc(Br)cc1,-4,4,0,-0.5,0,-0.2,2.0,3,0.7,1.3,-0.9
CNC(=O)COc1cccc(C(=O)NCc2ccccc2)c1,-8,0,0,-0.6,0,-0.9,1.8,-2,-0.7,0.7,-1.2
CCn1cc2nc(SCC(=O)Nc3ccccc3F)n(Cc3ccccc3)c(=O)c2n1,3,7,6,-1.6,2,-1.5,0.2,-4,-3.7,-0.3,-0.9
COCCNC(=O)C(c1cccc(OC)c1)N(Cc1cccs1)C(=O)Cn1nnc2ccccc21 (centres undefined),5,-6,-5,0.8,-2,-0.9,0.1,-2,-1.6,-0.7,-0.8
Cc1ccccc1COc1ccc2oc(C)c(C(=O)O)c2c1,0,5,0,0.7,-9,1.7,-0.9,-1,4.9,-0.6,-1.3
COc1ccc(C(=O)Nc2ccc(S(=O)(=O)Nc3onc(C)c3C)cc2)c(OC)c1,-1,5,5,-0.4,-19,-2.8,1.1,-1,-4.1,0.5,-1.0
O=C1c2ccccc2C(=O)N1CCc1csc(-c2cccc(F)c2)n1,-3,0,-4,-0.8,-1,-1.4,3.6,-3,-3.0,-0.5,-2.0
Cc1ccc(OCC(=O)NN=C2C3CC4CC(C3)CC2C4)cc1,-14,0,1,-0.1,11,-1.6,1.7,-3,-0.7,0.4,-1.8
O=C(NCCCN1CCOCC1)c1[nH]c(C(F)(F)F)nc1-c1ccccc1,-12,3,2,1.0,6,1.3,nt,1,-2.1,nt,0.1
Cc1ccc(CSCCNC(=O)c2ccc(C)cc2)cc1,-8,-1,1,-0.5,-1,-1.3,0.7,-4,-2.4,-1.5,-1.3
CCc1ccccc1Oc1nc(NCc2ccccc2)nc2ccsc12,-3,-7,-8,0.6,-14,-1.0,-0.9,-1,-1.1,nt,-0.2
O=C(O)c1ccccc1C1=Nc2ccc(O)cc2Oc2cc(O)ccc21,1,7,-1,0.3,-94,-1.3,2.4,1,-0.2,0.2,-1.1
CCOc1ccc(-n2cc(C(=O)Nc3cccc(OC)c3)c3cc(OC)c(OC)cc3c2=O)cc1,-7,25,16,-0.9,-13,-2.1,-1.3,3,-4.2,-1.3,-2.0
CCCCCCCCCC(=O)NNC(=O)c1c(O)c2ccccc2n(CC)c1=O,-4,2,-2,-0.2,3,-0.5,3.0,4,-1.7,-0.3,-1.6
CCN1C(=O)[C@H]2[C@@H](c3ccc(C)cc3)N[C@]3(CCCN(Cc4ccc(C(F)(F)F)cc4)C3=O)[C@H]2C1=O,-19,0,5,-1.7,3,-1.4,-0.5,-3,-0.3,0.3,-0.8
CCCOc1ccc(N2CC(C(=O)NC(C)C)CC2=O)cc1 (centres undefined),-11,-2,0,-0.5,1,-0.9,-1.3,-2,1.3,-0.9,-0.8
O=C1Nc2cccnc2N(C(=O)CCl)c2ccccc21,-3,5,5,-0.6,-4,-0.3,-6.3,2,-0.5,-0.9,-1.1
COC(C(=O)Nc1cccc(F)c1)c1ccccc1 (centres undefined),8,-6,7,-0.4,2,0.3,0.9,0,-1.8,1.8,-0.9

# Next records.
SMILES,ADAM10 inh,GC-B act,NPR1 activator,DAX1 inh-1,HGIII-sPLA2 inh,hcDAF-12 act,GAA850 FXN act,SMARCA2 act,hgDAF12 agonist,DAX1 inh-2,ssDAF-12 act
O=C(COC(=O)C1CC(=O)N(Cc2ccccc2)C1)Nc1ccccc1F (centres undefined),-10,-1,5,-1.4,0,-1.6,0.6,0,3.0,0.5,-0.9
Cc1c(Cl)cnc(NC(=O)COC(=O)c2ccc(S(=O)(=O)NCc3ccco3)cc2)c1Cl,-8,4,3,0.4,0,0.5,3.6,-1,3.1,0.3,-0.5
Cn1nnnc1SCC(=O)NCc1cc([N+](=O)[O-])ccc1O,8,0,3,0.6,3,-0.5,0.5,2,-2.0,0.7,-0.9
COCCNS(=O)(=O)c1cc(Br)ccc1OC,1,0,-3,-0.9,-4,0.3,-2.7,2,1.1,0.0,-1.6
CCNC(=O)CC1C(=O)N(c2ccc(F)cc2)C(=S)N1CCc1ccncc1 (centres undefined),0,6,3,0.2,-29,-0.7,1.4,-2,1.1,-0.5,-1.3
O=C(Cc1coc2ccc3ccccc3c12)Nc1nccs1,-18,-5,-5,-1.6,-29,0.3,3.0,-2,-2.2,0.7,-1.1
CC1CCN(C(c2ccc(N(C)C)cc2)c2nnnn2C(C)(C)C)CC1 (centres undefined),-1,6,-3,-0.2,8,0.3,-0.1,-1,-1.7,-0.5,-1.0
COCCNC(=O)C1(C)CCCN(Cc2ccc(-n3ccnc3)cc2)C1 (centres undefined),3,-3,1,-0.6,-3,0.9,1.0,7,-0.2,nt,-0.5
CCCNC(=O)c1ccccc1NC(=O)COc1ccc(OC)cc1,2,1,-1,-0.2,-3,-1.8,4.5,1,-3.6,-0.5,-1.6
COc1ccc(/C=N/NC(=O)C(C)n2cnc3ccccc3c2=O)cc1 (centres undefined),-9,-6,1,-0.4,10,0.0,0.4,-4,2.7,1.4,-0.9
COc1ccc(CNC(=O)CCN2C(=O)c3ccncc3C2=O)cc1OC,-3,2,-3,-0.6,-1,-0.7,-0.6,1,-0.5,1.5,-1.6
Cc1cc(NCCC(C)C)n2nc(C)c(-c3ccccc3)c2n1,-17,-6,1,0.0,5,-2.1,3.5,3,-1.2,-0.1,-1.5
CC(=O)/C(N=Nc1cccc(C(F)(F)F)c1)=C(\C)O,1,-5,0,-0.2,-2,-1.2,1.2,3,0.2,0.5,-1.3
O=C(CSc1nc2nc3c(cc2c(=O)n1-c1ccccc1)CCCC3)Nc1ccccc1,-4,-4,1,-0.5,-5,3.3,-2.2,4,-3.2,-0.1,-0.7
CCCCCN(C(=O)CCC(=O)OCc1cccc(C)c1)c1c(N)n(CCCC)c(=O)[nH]c1=O,-1,0,-1,1.0,11,-0.3,-0.6,-3,-2.6,-0.7,-0.4
CCCCC(CC)CNC(=O)C(=O)c1ccccc1NC(C)=O (centres undefined),4,2,-6,-0.5,2,-0.6,1.0,-1,-1.5,-0.5,-1.3
O=C(Oc1ccc(N(Cc2cccs2)C2=NS(=O)(=O)c3ccccc32)cc1)c1ccccc1Cl,6,10,-1,0.6,3,-1.1,-0.2,-3,0.6,1.1,-0.8
Cc1ccccc1C(OCCN(C)C)C1CCCCC1 (centres undefined),9,-15,-23,0.1,-16,-2.5,1.1,4,2.1,0.8,-1.3
Cc1ccc(Nc2nc(C(=O)NCC3CCCO3)cs2)cc1 (centres undefined),3,8,-1,0.1,-1,-2.1,0.3,1,1.1,0.0,-0.5
CCc1ccc(CN2C(=O)c3ccccc3C2C(=O)NCc2cccnc2)cc1 (centres undefined),-1,-1,-2,-0.3,5,-0.3,0.5,-2,-0.4,2.6,-2.2
CC(=O)Nc1nonc1NC(C)=O,2,7,0,-0.6,2,-0.3,-0.4,-1,0.7,3.4,-1.6
CCc1ccccc1NC(=S)N(CCN(C)C)C(C)c1cccnc1 (centres undefined),5,1,-3,0.2,-1,0.2,1.6,-3,-4.1,0.0,-1.9
CCOC(=O)c1nn(-c2ccccc2)c2nc(Nc3ccccc3)cc(=O)n12,7,-12,0,0.0,-8,-1.3,0.1,-1,-1.6,-2.0,-1.8
O=[n+]1cc(-c2ccccc2)n([O-])c2c1CCC2,-4,-4,-3,0.8,2,-1.0,-0.1,1,-2.4,0.5,-0.8
O=C(NC1CCCCC1)C(c1cc2ccccc2o1)N1CCOCC1 (centres undefined),-9,-4,-3,0.1,-2,-1.5,nt,-2,4.6,nt,-1.3

# (listing goes on)
SMILES,ADAM10 inh,GC-B act,NPR1 activator,DAX1 inh-1,HGIII-sPLA2 inh,hcDAF-12 act,GAA850 FXN act,SMARCA2 act,hgDAF12 agonist,DAX1 inh-2,ssDAF-12 act
Cc1ccnc(NC(=O)c2ccc(S(=O)(=O)N3CCCCCC3)cc2)c1,7,0,-3,9.2*,-23,2.6,3.6,7,7.0,0.6,-0.4
CC1CC(C)CN(C(=O)/C=C/c2ccc(S(=O)(=O)N3CCOCC3)cc2)C1 (centres undefined),0,-6,-4,0.8,0,-0.8,1.1,0,-1.2,-0.5,-0.9
COc1ccccc1C(CNC(=O)C1COc2ccccc2O1)N1CCCC1 (centres undefined),-16,-7,2,-0.1,6,0.4,-2.4,0,-2.8,0.3,-0.8
COc1cc(-c2nc3ccccn3c2/N=C/c2cccc(OC)c2O)ccc1O,-84,0,-16,-0.3,16,-0.9,1.7,-4,-1.5,-1.5,-0.8
CCN(CC)C(=O)c1cccc(-c2csc(C(O)c3cccc(OC)c3)n2)c1 (centres undefined),12,0,-1,-1.2,-10,-3.0,-1.4,-6,-4.0,nt,-1.2
CCCCN(C(=O)Cn1nnc2ccccc21)C(C(=O)NCCOC)c1ccc(OC)cc1OC (centres undefined),6,-9,-4,-0.1,4,0.7,-0.2,-1,0.8,-0.3,-0.2
CCCOc1cccc(NC(=O)OC2CCN(C)CC2)c1,5,1,-5,-0.1,6,-1.4,2.0,-2,1.6,-0.8,0.7
CCOC(=O)c1ccc(NC(=O)CSc2nnc(-c3cc(-c4ccccc4)n[nH]3)n2N)cc1,-7,-8,-2,-1.6,5,2.6,nt,-3,3.0,nt,-1.6
CCn1c(=O)c2[nH]c(SC)nc2n(CC)c1=O,2,4,1,-0.1,-2,-1.3,4.0,1,-1.6,1.6,-1.1
COc1ccc(S(=O)(=O)N(c2onc(C)c2Cl)S(=O)(=O)c2ccc(OC)cc2)cc1,-4,4,4,-0.3,0,-0.3,1.9,0,1.8,0.3,-0.9
Cc1cc(Cl)ccc1NC(=O)C1COc2ccccc2O1 (centres undefined),14,3,-3,0.8,1,2.7,2.7,5,5.5,0.7,0.1
CC1(C(=O)NS(=O)(=O)c2ccc(Cl)cc2)CCN1C(=O)Cc1ccc(Cl)cc1Cl (centres undefined),-7,-4,1,0.2,-12,-0.6,2.8,-2,1.4,nt,-0.4

# Screens deposited in PubChem BioAssay by several laboratories.
